PREPL inhibitor = inhibits the human prolyl oligopeptidase-like enzyme; Q4J6C6; recombinant PREPL, fluorescence polarization activity-based probe; inhibition, % at 5.96 µM; 0.68% of 320,000 active; AID 2751; in the data active means inhibition above about 43%;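 further: 0% = enzyme with DMSO and 100% = wells lacking enzyme; many of its hits are not listed in these tables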
PAFAH1B2 FP inh = blocks human PAF acetylhydrolase 1b catalytic subunit 2; recombinant PAFAH1B2, FP-rhodamine activity probe, fluorescence polarization; inhibition, % at 3.39 µM; 1.2% of 340,000 active; AID 492953;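 active means inhibition above the mean of all tested compounds plus 3 SD, cut at about 24% in these data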;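 further: 0% = enzyme with DMSO and 100% = wells lacking PAFAH1B2; many of its hits are not listed in these tables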
Target sequence (P68402 whole entry, looked up): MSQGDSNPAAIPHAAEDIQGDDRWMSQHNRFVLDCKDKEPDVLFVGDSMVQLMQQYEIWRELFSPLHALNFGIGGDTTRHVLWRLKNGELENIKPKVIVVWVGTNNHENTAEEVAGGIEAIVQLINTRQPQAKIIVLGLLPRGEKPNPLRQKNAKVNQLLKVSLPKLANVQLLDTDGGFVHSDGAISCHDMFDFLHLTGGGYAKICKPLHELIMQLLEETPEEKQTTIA
PAD4 FP inh = inhibitors of human PAD4; AID 485272; 0.41% of 330,000 active; recombinant PAD4, RCA probe fluorescence polarization; inhibition, % at 6.36 µM;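 active means percent inhibition above a cutoff equal to the mean of all tested compounds plus 3 SD, cut at about 15% in these data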;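 further: 0% = PAD4 with RCA probe and DMSO and 100% = probe without PAD4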
pPAFAH inh = pPAFAH (human) enzyme inhibition. recombinant pPAFAH, FP-rhodamine probe fluorescence polarization. inhibition, % at 3.39 µM. 1.5% of 330,000 active. AID 463082;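 active means inhibition above the mean inhibition across the screen plus 3 SD, cut at about 25% in these data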;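 further: inhibitors block binding of the rhodamine activity-based probe so polarization drops; 0% = enzyme with DMSO and 100% = wells lacking pPAFAH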
LYPLA2 inh = counter-screen for PME1 inhibitors: inhibitors of human LYPLA2; recombinant LYPLA2, FP-Rh probe fluorescence polarization; 0.38% of 320,000 active; O95372; inhibition, % at 5.9 µM;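 active means inhibition above the screen-wide mean plus 3 SD, limit set per campaign, cut at about 26% in these data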;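 further: 0% = LYPLA2 with DMSO and 100% = wells lacking LYPLA2 enzyme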
Target sequence (O95372 whole entry, looked up): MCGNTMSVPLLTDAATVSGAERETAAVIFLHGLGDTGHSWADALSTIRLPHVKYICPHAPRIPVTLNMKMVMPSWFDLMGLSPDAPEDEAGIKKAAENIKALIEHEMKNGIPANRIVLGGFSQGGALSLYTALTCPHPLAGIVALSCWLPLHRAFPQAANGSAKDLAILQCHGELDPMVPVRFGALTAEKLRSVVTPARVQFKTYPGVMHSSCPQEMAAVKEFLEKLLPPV
PAFAH2 inh = inhibitors of human PAFAH2; recombinant PAFAH2, FP-rhodamine activity probe, fluorescence polarization; 0.99% of 340,000 active; Q99487; inhibition, % at 3.39 µM;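 active means inhibition above the mean over all tested compounds plus 3 SD, cut at about 30% in these data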;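 further: inhibitors block probe labeling of enzyme so polarization drops; 0% = enzyme with DMSO and 100% = wells lacking PAFAH2 protein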
LYPLA1 counter = LYPLA1 (human) inhibition in PME1 counter-screen; O75608; recombinant LYPLA1, FP-Rh probe fluorescence polarization; inhibition, % at 5.9 µM; 0.16% of 320,000 active; AID 2174;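 active means inhibition above the mean of all tested compounds plus 3 SD, set per campaign, cut at about 14% in these data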;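 further: inhibitors block serine hydrolase probe labeling of LYPLA1 so polarization falls; 0% = enzyme with DMSO and 100% = wells lacking LYPLA1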
Target sequence (O75608 whole entry, looked up): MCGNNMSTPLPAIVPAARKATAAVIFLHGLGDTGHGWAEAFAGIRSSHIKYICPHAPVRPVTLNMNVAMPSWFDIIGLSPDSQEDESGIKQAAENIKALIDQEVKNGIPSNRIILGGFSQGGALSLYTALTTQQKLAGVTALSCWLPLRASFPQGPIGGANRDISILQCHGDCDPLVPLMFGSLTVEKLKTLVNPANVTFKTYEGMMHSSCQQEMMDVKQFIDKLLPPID
PAFAH1B3 inh = inhibitors of human PAFAH1B3; 0.28% of 340,000 active; recombinant PAFAH1B3, FP-rhodamine probe, fluorescence polarization; inhibition, % at 3.39 µM; AID 492972; Q15102;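 active means inhibition above the screen-wide average of all tested compounds plus 3 SD, cut at about 25% in these data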;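 further: 0% = enzyme with DMSO only and 100% = wells lacking PAFAH1B3 protein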
GSTO1 inh = blocks human GSTO1 in RBBP9 counter-screen | inhibition, % at 5.96 µM | P78417 | recombinant GSTO1, activity-based probe fluorescence polarization | 1.1% of 300,000 active;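 active means inhibition above the campaign mean inhibition plus 3 SD, cut at about 35% in these data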;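 further: 0% = GSTO1-1 with DMSO and 100% = wells lacking GSTO1-1 enzyme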
Target sequence (P78417 whole entry, looked up): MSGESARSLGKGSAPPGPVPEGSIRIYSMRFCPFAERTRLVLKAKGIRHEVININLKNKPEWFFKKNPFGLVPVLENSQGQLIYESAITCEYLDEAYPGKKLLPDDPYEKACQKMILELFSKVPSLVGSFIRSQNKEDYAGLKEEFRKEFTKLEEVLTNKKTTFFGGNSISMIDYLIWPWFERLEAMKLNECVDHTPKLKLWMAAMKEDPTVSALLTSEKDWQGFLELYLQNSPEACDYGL
* hit, by the source's call; . = no result given.

SMILES | PREPL inhibitor | PAFAH1B2 FP inh | PAD4 FP inh | pPAFAH inh | LYPLA2 inh | PAFAH2 inh | LYPLA1 counter | PAFAH1B3 inh | GSTO1 inh
CC(=O)OCC1OC(OCc2cn(C[C@H]3CC[C@H](Cn4cc(COC5OC(COC(C)=O)C(OC(C)=O)C(OC(C)=O)C5OC(C)=O)nn4)O3)nn2)C(OC(C)=O)C(OC(C)=O)C1OC(C)=O (stereo partly specified) | 7 | -5 | -2 | 7 | -2 | -4 | -2 | -3 | -9
O=C(Nc1cccc(C(F)(F)F)c1)N1CCC(c2nc(-c3ccc(F)cc3)no2)CC1 | -50 | 2 | 0 | -4 | -47 | -16 | -30 | -6 | -6
CC(C)(C)c1ccc(C(=O)NCC(=O)NNC(=O)c2ccccc2O)cc1 | -7 | 4 | -5 | 3 | 3 | 2 | -1 | 7 | 15
COc1ccc(C2=NOC3(CC(=O)N(c4ccc(Cl)cc4)C3=O)C2)c(OC)c1 (stereo unspecified) | 14 | 5 | -2 | 1 | 7 | -2 | -2 | 6 | 8
Cc1cc(OCc2cc(C(=O)N(Cc3nccn3C)C(C)C)no2)cc(C)c1Cl | 12 | 0 | 4 | 5 | -1 | 1 | 0 | 11 | -12
CCOc1ccc(NC(=O)CN2CCN(C(=O)c3ccco3)CC2)cc1S(=O)(=O)N1CCCC1 | 15 | 5 | -2 | 0 | 3 | 1 | 3 | 10 | .
CCOc1ccc(OCC(=O)OC(C)C(=O)Nc2ccc(Cl)cn2)cc1 (stereo unspecified) | 14 | 0 | -3 | 6 | -6 | 1 | -1 | 5 | -5
COc1ccc(C(C[N+](=O)[O-])c2c(C)cc3ccccn23)c(OC)c1 (stereo unspecified) | 34 | -3 | 3 | 6 | -4 | -4 | 0 | -3 | 9
O=C(Nc1ccccc1O)c1ccc([N+](=O)[O-])cc1 | 10 | -1 | 3 | 0 | 1 | 7 | -7 | 1 | 3
COCCCNC(=S)NCCCNc1nc2cc3c(cc2cc1C#N)OCO3 | 4 | 1 | 4 | 4 | 2 | 4 | -1 | 13 | 7
Fc1ccc(C(c2nnnn2C2CCCCC2)N2CCCC2)cc1 (stereo unspecified) | -11 | -1 | 3 | -3 | 2 | 6 | -3 | 4 | 0
CCC(C)[C@H](NC(=O)CCn1nnc2ccccc2c1=O)C(=O)O (stereo partly specified) | 6 | 4 | -2 | 1 | 1 | -2 | -1 | 0 | 1
CC1=C(C(=O)OCc2ccccc2)C(c2ccc(Cl)cc2)NC(=O)N1CCCCCC(=O)O (stereo unspecified) | 15 | 7 | -7 | 11 | -3 | -4 | 2 | -1 | 9
O=C(NCCc1c[nH]c2ccccc12)c1cnc2n(c1=O)CCS2 | 1 | 2 | 0 | 1 | 4 | -8 | 5 | 9 | 6
Cc1cc(-c2ccccc2N)n[nH]1 | 12 | -2 | -2 | -7 | 7 | -2 | 2 | -6 | 11
CCOC(=O)C1(Cc2cccc(OC)c2)CCCN(Cc2cc(OC)c(O)c(OC)c2)C1 (stereo unspecified) | 0 | 9 | -2 | 2 | -3 | 3 | -2 | 9 | 4
CC(C)(C)OC(=O)NCc1ccc(NC(=O)c2nc[nH]c2C(=O)NCCCCCCNC(=O)c2[nH]cnc2C(=O)Nc2ccc(CNC(=O)OC(C)(C)C)cc2)cc1 | 2 | -2 | -3 | 2 | . | 3 | . | 0 | .
Cc1cc(C)c2sc(NC(=O)CN3C(=O)CCC3=O)nc2c1 | 25 | 4 | 4 | 4 | 4 | -3 | -3 | 5 | 6
CCCOc1ccc(C(=O)CCC(=O)NNC(=O)c2cccs2)cc1 | 12 | -7 | 2 | 9 | 1 | -8 | 12 | 6 | .
Nc1n[nH]c2cc(=O)n(-c3ccc(Cl)cc3)nc12 | 15 | 11 | -6 | 8 | 5 | 12 | 0 | 2 | 3

Reprinted at random: two entries already listed, in no set order.
SMILES | PREPL inhibitor | PAFAH1B2 FP inh | PAD4 FP inh | pPAFAH inh | LYPLA2 inh | PAFAH2 inh | LYPLA1 counter | PAFAH1B3 inh | GSTO1 inh
O=C(NCCc1c[nH]c2ccccc12)c1cnc2n(c1=O)CCS2 | 1 | 2 | 0 | 1 | 4 | -8 | 5 | 9 | 6
CCOc1ccc(NC(=O)CN2CCN(C(=O)c3ccco3)CC2)cc1S(=O)(=O)N1CCCC1 | 15 | 5 | -2 | 0 | 3 | 1 | 3 | 10 | .

Additional results:
SMILES | PREPL inhibitor | PAFAH1B2 FP inh | PAD4 FP inh | pPAFAH inh | LYPLA2 inh | PAFAH2 inh | LYPLA1 counter | PAFAH1B3 inh | GSTO1 inh
O=C(NNc1ccc(C(F)(F)F)cc1[N+](=O)[O-])c1ccc(NS(=O)(=O)c2ccc(F)cc2)cc1 | 6 | 15 | 2 | 22 | 12 | 3 | -2 | 11 | 5
CCc1cc(=O)oc2cc3occ(C)c3cc12 | 8 | -1 | -2 | -3 | 2 | 2 | 0 | 6 | -1
C=CCSc1nc(-c2ccc3c(c2)OCO3)cc(C(F)(F)F)c1C#N | 7 | 0 | 0 | 10 | 5 | -7 | 6 | -4 | -1
O=C(Nc1ccc(NC(=O)c2ccco2)nc1)c1ccccn1 | -3 | 7 | -4 | 2 | 3 | -1 | 2 | 10 | 1
CC(C)CCNC(=O)CCCC1=NS(=O)(=O)c2ccccc2N1 | 10 | -4 | 0 | 2 | 0 | -3 | 3 | -4 | 3
COCCCN(C(=S)NC(=O)c1ccc(Br)cc1)c1c(N)n(Cc2ccccc2)c(=O)[nH]c1=O | -5 | 1 | -3 | 2 | -6 | 8 | -2 | 3 | -3
Cc1ccc(NC(=O)CC(C)S(=O)(=O)c2ccc3c(c2)NC(=O)CO3)c(Cl)c1 (stereo unspecified) | -4 | 3 | -3 | 6 | -7 | -3 | -1 | 3 | 4
CCN1CCN(CCNC(=O)C2CCN(Cc3nc(-c4ccc(Cl)cc4)oc3C)CC2)CC1 | 21 | . | -3 | -2 | -1 | . | 2 | . | 5
Cc1nn(-c2ccccc2)c(C)c1NC(=O)Cc1cccs1 | 7 | -2 | 3 | 3 | -7 | -3 | 0 | 1 | 8
O=C(Cc1cccs1)Nc1nnc(SCC(=O)N2CCCCC2)s1 | -37 | 10 | -5 | 0 | 8 | 2 | -2 | 6 | -7
Cc1cc(NC(=O)c2ccc(F)cc2)n(-c2ccccn2)n1 | -3 | 5 | 5 | 4 | 5 | 1 | 4 | 6 | 0
CC1=C(C(=O)Nc2ccccc2)C(c2ccccc2)N2C(=O)CSC2=N1 (stereo unspecified) | -3 | 1 | 0 | 1 | 6 | -11 | 1 | 5 | -3
Cc1nc(S(=O)(=O)Nc2ccc3c(c2)OCCO3)cn1C | 21 | . | 6 | 0 | 3 | . | 0 | . | 12
Cc1ccc(P(=O)(CO)c2ccc(C)cc2)cc1 | 15 | 4 | -2 | 1 | 2 | 2 | -1 | -5 | 2
CCC(C)C(=O)Nc1ccc([N+](=O)[O-])cc1OC (stereo unspecified) | 21 | 6 | 2 | -2 | 4 | -5 | 2 | 12 | 8
COc1ccc(C(=O)NCC2CCCCC2)cc1S(=O)(=O)N1CCCC1 | -1 | 6 | -2 | -4 | 9 | 4 | -1 | 6 | .
CNC(=O)c1cccc(NC(=O)CCCNC(=O)c2ccc(Cl)cc2)c1 | -13 | 5 | -6 | -1 | 10 | -5 | 3 | 1 | 1
CCOc1ccc(NC(=O)CN(C)C(=O)c2cccnc2SC)cc1OCC | 16 | 4 | 2 | 2 | 5 | 1 | 0 | -1 | -3
O=C(COC(=O)Cc1ccc(Br)cc1)NCc1ccc(F)cc1 | 5 | 8 | 1 | 23 | -2 | 7 | -2 | 13 | 15
Cc1cccc(NC(=O)CN2C(=O)N/C(=C/c3cc(C)n(-c4ccncc4)c3C)C2=O)c1 | 2 | -11 | -5 | 12 | -4 | -4 | -3 | -12 | -2
O=C(NCc1ccccc1)c1onc(CS(=O)(=O)c2ccc(Cl)cc2)c1C(=O)NCc1ccccc1 | 12 | 4 | 2 | 2 | -1 | 4 | -2 | 12 | 2
Cc1ccc(CN2CC(C(=O)NCC(=O)Nc3c(C)cccc3C)CC2=O)cc1 (stereo unspecified) | 1 | -1 | 0 | 4 | 3 | 3 | 3 | 5 | 0
Cc1ccc(NC(=O)Cn2cccc2)cc1C | 4 | -1 | 3 | 4 | 4 | -4 | 0 | 4 | 6
Cn1c(=O)c2sccc2n2c(CCCC(=O)NC3CCN(Cc4ccccc4)CC3)nnc12 | 10 | 8 | -4 | 7 | 5 | 0 | 6 | 0 | 8
O=C(NCCc1nc(-c2ccc(F)cc2)no1)c1ccc(F)cc1 | -9 | -3 | 1 | 4 | 5 | -5 | 1 | 13 | -1
N#Cc1cc([N+](=O)[O-])ccc1NC(=O)COC(=O)C1CC2CCCC(C1)C2=O (stereo unspecified) | 4 | -5 | -3 | -7 | -2 | 9 | -3 | 2 | 19
CC(=O)c1sc2nc(-c3ccc(C)cc3)c3c(c2c1N)CCCC3 | 24 | 2 | -2 | 13 | -4 | 4 | -4 | 4 | 8
COc1ccc(S(=O)(=O)Nc2nnc(CC(C)(C)C)s2)cc1 | -3 | 1 | -3 | -1 | 1 | 5 | 0 | 1 | 4
C=CCNC(=O)C1(c2ccccc2)CC1(Cl)Cl (stereo unspecified) | 3 | 13 | 1 | -6 | -3 | -5 | -4 | 5 | 4
Cc1cccc(N2CCN(C(=O)c3ccccc3OCc3c(C)noc3C)CC2)c1C | 19 | 0 | -1 | 6 | 2 | 1 | 3 | -2 | -4
O=C(NCC(c1ccco1)N1CCCC1)c1cccc(S(=O)(=O)Nc2ccc(Br)cc2)c1 (stereo unspecified) | 0 | 4 | -3 | 28* | 0 | 3 | 0 | 6 | 5
O=C(CCn1nnnc1CN1CCOCC1)N1CCC(c2ccccc2Cl)C1 (stereo unspecified) | 2 | 5 | -1 | -4 | -4 | -3 | -1 | 9 | 2
COc1ccc(CC(=O)NCC(=O)NCc2cc(=O)n(C)c(=O)n2C)cc1 | -2 | 2 | 0 | 10 | 9 | 2 | 3 | 7 | 0
Cc1cc(N2CCN(C)CC2)nc2ccc(NC(=O)c3ccc(Br)o3)cc12 | 25 | 5 | -2 | 17 | 9 | -6 | 7 | -1 | -5
Cc1ccc(C(=O)N/C(=C\c2ccc(-c3ccc(Br)cc3)o2)C(=O)NC2CCS(=O)(=O)C2)cc1 (stereo unspecified) | -6 | 22 | 2 | 5 | 2 | 6 | 0 | 7 | 7
CCOc1ccc(NC(=O)C(=O)NCCCn2ccnc2)cc1 | -61 | -1 | -3 | -6 | -2 | 9 | 1 | 9 | 0
Cc1ccc(-n2c(C)cc(C3=NNC(=NC4CC4)SC3)c2C)cc1C | 18 | 3 | -8 | 19 | 10 | 7 | 2 | 0 | 1
CC(Sc1nc2ccccc2s1)C(=O)NC1CCCc2ccccc21 (stereo unspecified) | -7 | -7 | 1 | 3 | -1 | 2 | 2 | -6 | -3
CC(=O)n1cc([C@@H]2C=C(C(=O)N3CCN(Cc4ccc5c(c4)OCO5)CC3)O[C@H](OCc3ccc(CO)cc3)C2)c2ccccc21 | -49 | -4 | -1 | 7 | -8 | -1 | -4 | 1 | 1
CC1CCN(C(=O)C2CCN(c3nnc(-n4cccc4)s3)CC2)CC1 | 23 | 9 | 2 | 5 | 3 | 3 | 1 | -2 | 5
Cc1cc(C(=O)OCC(=O)N2CCOCC2)c2ccccc2n1 | 1 | 0 | 0 | 0 | 7 | 1 | 2 | 4 | -3
Cc1ccc(-c2nn3nnnc3c3ccccc23)cc1C | 7 | -5 | -4 | 5 | 0 | -1 | 0 | -1 | 1
CCOC(=O)c1sc(N/N=C/c2cc(Br)c(O)c(OC)c2)nc1C | 44* | 0 | 0 | 35* | 9 | 12 | 6 | 13 | 9

Source: PubChem (The Scripps Research Institute Molecular Screening Center)

Some of the compounds tested, so the mix of outcomes need not match the whole.
